# Bioassay records from PubChem BioAssay.
# TRb SRC2 PPI: inhibitors of human thyroid hormone receptor beta-SRC2 interaction; Potency, µM (top dose mostly 106 µM), inactives show at the top dose activity change, negative = inhibition, actives largely listed as inhibitors; P10828; TRbeta-SRC2 peptide binding, fluorescence polarization; receptor liganded with 1 µM T3; actives 0.065% (n = 280,000);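 also: plate controls were bound peptide for no effect and peptide without receptor for full effect; nearly all actives have a fitted effect of over 50% in size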
#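 Compounds were added to 0.6 uM TRb ligand-binding domain and 20 nM Texas Red-labeled SRC2 peptide in Tris buffer containing 1 uM T3, incubated 5 hr at ambient temperature, then read by fluorescence polarization.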
# ALDH1A1 block: inhibitors of human aldehyde dehydrogenase 1A1 | Potency, µM (series often up to 75.3 µM), for inactives: at the top dose activity, negative = inhibition, usual class: inhibitors | Purified ALDH1A1, NADH fluorescence, propionaldehyde substrate | P00352 | actives 7.3% (n = 220,000) | AID 1030; active = well fitted inhibition curve with a large enough effect, not every such curve was filed as active; inconclusive = small, poorly fitted or top-dose-only effect, or another doubt; inactive = no such curve, though single readings can be large or run the other way;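 also: plate controls were no enzyme wells and a reference inhibitor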
# Target sequence (P00352 whole entry, looked up): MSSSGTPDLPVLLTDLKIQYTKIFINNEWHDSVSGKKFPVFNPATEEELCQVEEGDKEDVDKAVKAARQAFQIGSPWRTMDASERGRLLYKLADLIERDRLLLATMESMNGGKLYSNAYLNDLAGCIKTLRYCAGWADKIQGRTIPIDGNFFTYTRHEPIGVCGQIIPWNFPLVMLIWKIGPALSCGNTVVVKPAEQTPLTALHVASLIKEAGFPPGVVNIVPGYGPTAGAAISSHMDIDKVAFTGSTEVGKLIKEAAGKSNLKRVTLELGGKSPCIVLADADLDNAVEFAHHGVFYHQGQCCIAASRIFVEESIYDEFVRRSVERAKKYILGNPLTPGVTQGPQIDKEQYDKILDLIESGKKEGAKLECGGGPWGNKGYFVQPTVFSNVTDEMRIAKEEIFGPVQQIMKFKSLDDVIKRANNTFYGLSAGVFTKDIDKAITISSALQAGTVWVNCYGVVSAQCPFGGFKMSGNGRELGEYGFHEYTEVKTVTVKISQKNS
# RECQ1 inh: blocks DNA unwinding by human RECQ1; P46063; RECQ1 DNA unwinding, red fluorescence kinetic read; Potency, µM (titrated, usually from 57.3 µM), for the others: at the highest dose activity, negative = inhibition, actives largely listed as inhibitors; actives 0.54% (n = 240,000);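 also: plate controls were vehicle for no effect and no enzyme for full effect; nearly all actives have a fitted effect of over 30% in size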
#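 RECQ1T1 50 nM; forked duplex (20 bp + 30-nt ss tails) 200 nM, ATP 2 mM final; pH 8.0, 2 mM MgCl2, 2.5 ug/ml poly(dI-dC); 15 min compound preincubation; discontinuous kinetic read over 2 h at RT.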
# LMNA splice mod: modulators of lamin A splicing. HeLa LMNA splicing GFP/RFP minigene ratio, 48 h. Potency, µM (titrated, usually from 46.1 µM), for the others: top-dose ratio change, negative = inhibition, hits mostly inhibitors. actives 0.01% (n = 200,000). AID 1487; active = well fitted inhibition curve with a large enough effect in the signal ratio, with a control signal flat, not every such curve was filed as active; inconclusive = small, poorly fitted or top-dose-only effect, or effect the other way, or a change in a side signal; the % refers to the signal ratio; also: % is scaled to controls: 0 for no effect and ±100 for the full control effect
#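 Read-out is the ratio of GFP to DsRed2 object intensity, acquired by 488 nm laser-scanning cytometry on HeLa lamin A-EGFP minigene reporter cells. Compound incubation 48 hrs at 37 °C in Opti-MEM with 2% FBS; DMSO 0.5% final.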
# JMJD2E inh: JMJD2E (human) inhibition; B2RXH2; JMJD2E catalytic domain, FDH-coupled NADH fluorescence (FDH is formaldehyde dehydrogenase); Potency, µM (highest dose often 57.1 µM), for inactives: at the top dose activity change, negative = inhibition, most hits filed as inhibitors; actives 1.6% (n = 230,000); active = well fitted inhibition curve with a large enough effect, not every such curve was filed as active; inconclusive = small, poorly fitted or top-dose-only effect, or another doubt; inactive = no such curve, though single readings can be large or run the other way;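 also: 0% = wells with enzyme and -100% = buffer wells without enzyme; nearly all actives have a fitted effect of over 50% in size; many of its hits are not listed in these tables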
# SMN2 splice up: SMN2 splice variant enhancement; Potency, µM (highest dose often 46.1 µM), inactives show top-dose activity change, positive = activation, usual class: activators; actives 2.8% (n = 210,000); HEK293 SMN2-luciferase splicing reporter, luminescence, 30-36 h; AID 1458; also: % of control where 0% means no effect; nearly all actives have a fitted effect of over 55% in size
#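 HEK293 cells carry an SMN2 […]–luciferase reporter in which exon 7 inclusion puts luciferase in frame. Cells were plated 10-12 h before compound addition, then incubated 30-36 h at 37C. ONE-Glo luminescence was read; sodium butyrate at 4.5 mM final served as control.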
# RGS12 GoLoco inh: RGS12 GoLoco-Gai1 interaction inhibition | P63096 | Potency, µM (series often up to 61.6 µM), for inactives: top-dose activity, negative = inhibition, hits mostly inhibitors | AID 880 | Gai1:RGS12 GoLoco peptide FP, rhodamine, 10 min | actives 0.44% (n = 230,000); active = well fitted inhibition curve with a large enough effect, not every such curve was filed as active; inactive = no such curve, though single readings can be large or run the other way; also: % is scaled to controls: 0 for no effect and ±100 for the full control effect; nearly all actives have a fitted effect of over 30% in size; many of its hits are not listed in these tables
# Target sequence (P63096 whole entry, looked up): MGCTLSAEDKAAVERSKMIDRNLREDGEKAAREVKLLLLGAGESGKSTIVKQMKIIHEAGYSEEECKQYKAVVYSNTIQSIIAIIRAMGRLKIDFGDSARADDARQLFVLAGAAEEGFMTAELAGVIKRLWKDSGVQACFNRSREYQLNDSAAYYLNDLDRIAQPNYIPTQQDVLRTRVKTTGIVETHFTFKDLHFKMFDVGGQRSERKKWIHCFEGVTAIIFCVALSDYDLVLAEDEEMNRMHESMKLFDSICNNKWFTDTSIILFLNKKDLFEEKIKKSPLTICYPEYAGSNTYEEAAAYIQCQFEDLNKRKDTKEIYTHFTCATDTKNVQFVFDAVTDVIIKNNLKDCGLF
# TexasRed fluor: alters Texas Red total fluorescence, flagging assay interference; actives 0.29% (n = 280,000); Potency, µM (doses to about 106 µM), for the others: top-dose fluorescence change, negative = quenching; TRb/SRC2 Texas Red total fluorescence interference; active = well fitted curve in either direction with a large enough effect; inconclusive = small, poorly fitted or top-dose-only effect; also: % is scaled to controls: 0 for no effect and ±100 for the full control effect
#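 Human TRβ ligand-binding domain (0.6 uM) and Texas Red SRC2 peptide (20 nM) in Tris buffer with 1 uM T3 and 5% DMSO were incubated with pinned compound for 5 hr at ambient temperature. Total fluorescence was computed as S + 2P (555/632 nm).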
# * hit, by the source's call; i = inactive; ? = inconclusive; / = no result given; & = joins results of further samples; [ ] = remark or other dose. Unless noted, calls follow the shape of the dose curve; as a rule, active = well fitted curve in the direction sought with a large enough effect; inconclusive = small, poorly fitted or top-dose-only effect, or another doubt; inactive = no such curve, though single readings can be large; an effect the other way counts as inactive or inconclusive. Potency is read from the fitted curve at half-maximal effect. Only part of the results is shown (hit frequency here may not be typical).
SMILES,TRb SRC2 PPI,ALDH1A1 block,RECQ1 inh,LMNA splice mod,JMJD2E inh,SMN2 splice up,RGS12 GoLoco inh,TexasRed fluor
O=C(CSc1nnnn1-c1ccccc1)Nc1ccc(N2CCOCC2)cc1,4%,?,-18%,/,3%,12%,-7%,0%
CCCC(=O)Nc1nc(-c2ccc3c(c2)OCCO3)cs1,10%,-4%,0%,?,-7%,8.9µM*,-1%,0%
CCn1ncc(C2=NOC(C(=O)Nc3c(C)n(C)n(-c4ccccc4)c3=O)C2)c1C (configuration not stated),5%,?,-4%,0%,4%,9%,-8%,-4%
CCc1nc2ccccc2c(C(=O)OC2CCCCC2=O)c1C (configuration not stated),2%,1%,-1%,?,-3%,-7%,7%,-1%
CC1=C(c2ccccc2)C(=S)NC(C)(C)C1,-6%,/,-4%,/,11%,/,-2%,-1%
CN(NC(=O)NN)c1ncc(C(F)(F)F)cc1Cl,-3%,3%,-6%,8%,26%,-2%,5%,2%
Cc1ccc(CNc2ncnc(N)c2[N+](=O)[O-])cc1,9%,18%,i,-3%[46 µM],17%,14%,0%,0%
COc1ccc(NC(=O)CCN2CCCCC2)cc1,-21%,10%,18%,5%,6%,29%,-3%,3%
O=C(CN(C1CC1)S(=O)(=O)c1ccc(S(=O)(=O)NC2CCCCC2)cc1)Nc1ccccc1,0%,15%,-10%,?,1%,-32%[inhibitor],11%,0%
Cc1cc(Cl)ccc1OC(C)C(=O)Nc1ccc([N+](=O)[O-])cn1 (configuration not stated),-2%,-1%,-33%,?,1%,-13%,1%,-1%
COc1ccccc1N1C(=O)S/C(=C\c2cc(C)n(C)c2C)C1=O,1%,14µM*,-18%,10%[46 µM],?,14µM*,17%,-2%
O=C(NCSc1ccnc(SCNC(=O)c2ccc(F)cc2)n1)c1ccc(F)cc1,1%,?,-19%,7%,-23%,0%,1%,-5%
O=C(CSCc1ccc(Cl)cc1)NCCSCc1ccco1,-5%,11µM*,i,/,-7%,/,1%,-2%
CCOc1ccc(NC(=O)c2nn(-c3ccc(OC)cc3OC)c(=O)c3ccccc23)cc1,0%,9%,-2%,-1%[46 µM],-12%,-5%,-3%,0%
COC(=O)c1c(C)oc(C)c1S(=O)(=O)N1CCCC1,8%,9%,14%,/,-1%,/,5%,-4%
O=C(COc1cccc(NC(=O)c2ccco2)c1)c1ccccc1,5%,?,-5%,-6%,-4%,-32%[inhibitor],-7%,1%
COc1cc(NC(=O)Nc2cccc(C(C)=O)c2)cc(OC)c1OC,-5%,?,-14%,-17%,-5%,20%,9%,-6%
O=C(O)CCCC(=O)Nc1ccc(Sc2ccc([N+](=O)[O-])cc2)cc1,10%,?,1%,-8%,-5%,1%,-2%,0%
C=CCn1c(Cc2ccccc2)n[nH]c1=S,0%,-4%,i,/,-27%,/,9%,-3%
CC(=O)N1CCN(C2c3cccc4cccc(c34)C2NS(=O)(=O)c2ccccc2)CC1 (configuration not stated),-6%,?,-10%,-8%,4%,/,-4%,1%
CCNC(=S)NCc1ccco1,-7%,15%,-1%,6%,8%,21%,4%,0%
O=C(Nc1ccc2nc3ccccc3nc2c1)c1ccc(Br)cc1,-1%,3%,-17%,4%,0%,3%,-5%,3%
Cc1cccnc1CCNC(=O)CC1C(=O)NCCN1CC1CCCCC1 (configuration not stated),6%[53 µM],-2%,-10%,0%[46 µM],?,/,3%,0%[53 µM]
NC(=O)c1ncn([C@@H]2O[C@H](CO)[C@@H](O)[C@H]2O)c1O,3%&-2%,-15%,-5%&-1%,-22%&-6%,?,-6%&-22%,5%&-8%,-1%&-1%
O=C(NCc1ccccn1)C1CC(c2ccccc2Cl)=NO1 (configuration not stated),4%[53 µM],0%,i,?,-14%,/,18%,0%[53 µM]
O=C(O)c1cccc(N/N=C/c2ccc(F)c(F)c2)c1,-7%,?,-1%,/,-25%,1.1µM*,-13%,-2%
CC(C)=NNC(=O)CN1C(=O)NC2NC(=O)NC21 (configuration not stated),-10%,8%,i,-13%,119%[activator],14%,12%,2%
Cc1cc(C(F)(F)F)n2nc(C)c(-c3ccc(Cl)cc3)c2n1,-4%,2%,4%,1%,5%,-10%,5%,0%
Cc1ccc(C(=O)NC(=S)Nc2ccc(CN3CCCCC3)cc2)c(C)c1,-10%,-9%,i,-6%[46 µM],-6%,-7%,13%,0%
Cc1ccc(CN2CCC(N3CCC(C(=O)NCC4CCCO4)CC3)CC2)o1 (configuration not stated),-1%,0%,-3%,/,0%,-29%,-6%,-2%
COc1ccc(C2N=C(N)N=C(N)N2c2ccc(C)cc2)cc1 (configuration not stated),-9%,?,-8%,-4%,5%,-10%,6%,0%
CCOC(=O)CCSCC(=O)Nc1cc(C)on1,-13%,?,-5%,?,0%,-23%,19%,0%
O=c1c2ccccc2nc(SCc2ccccc2F)n1C1CCCC1,-4%,-2%,-3%,-12%,6%,-7%,16%,-1%
O=C(CCc1[nH]c2ccccc2c1Sc1ccccc1)NCCO,-3%,-5%,-15%,?,-7%,-51%[inhibitor],1%,-4%
CCOC(=O)c1nn(-c2ccc(C)cc2)c(=O)c2c(N)scc12,-4%,18µM*,-1%,-3%,?,-3%,-7%,-1%
CNC(=O)COC(=O)c1nc(-n2nc(C)cc2C)ccc1Cl,-5%,6%,-12%,1%[0.0737 µM],-2%,-6%,4%,2%
CC(=O)N1CC2(c3ccccc3)CN(C(C)=O)CC(c3ccccc3)(C1)C2=O,3%,2%,-7%,/,5%,-25%,10%,-2%
CCOC(=O)c1cc(-c2ccc(OC)cc2F)nc2c1c(C)nn2CCC#N,-10%,?,-4%,21%,?,-24%,11%,-2%
COc1ccc(OC)c(N(CC(=O)NCc2cccnc2)S(C)(=O)=O)c1,2%,?,13%,-14%,7%,15%,1%,-3%
COC(=O)c1c(S(=O)(=O)NCc2ccccc2)sc(C(=O)O)c1C,-25%,?,i,-7%,-3%,10%,8%,1%
COC(=O)/C=c1/sc2nc3ccccc3n2c1=O,9%,10µM*,-5%,0%,-1%,?,-30%,-1%
O=S(=O)(NCc1ccccc1)c1ccc(Cl)c(S(=O)(=O)NCc2ccccc2)c1,-4%,-2%,i,?,-1%,-6%,5%,1%
O=C1Nc2ccccc2C1Cc1ccccn1 (configuration not stated),-6%,/,-7%,/,-8%,/,-2%,0%
CCCCCCCCCCCCOCC1CO1 (configuration not stated),8%,?,-5%,/,/,-5%,7%,-1%
O=C(c1cc2nc(-c3ccco3)cc(C(F)(F)F)n2n1)N1CCc2ccccc2C1,?,?,-10%,4%,?,-17%,16%,?
CCC(Sc1nc2ccccc2s1)C(=O)Nc1nnc(C)s1 (configuration not stated),-4%,1%,-15%,?,2%,-1%,-3%,0%
Cc1cc(=O)oc2cc(OCC(=O)N/N=C/c3ccccc3[N+](=O)[O-])ccc12,4%,?,-2%,?,?,-6%,8%,-2%
CCOC(=O)c1c(N2C(=O)C=CC2=O)sc(C)c1C,-3%,0.5µM*,-7%,?,1%,-101%[inhibitor],-8%,-5%
O=C(Nc1nnc(-c2ccc(Cl)cc2)o1)c1nc2ccccc2s1,-19%,0%,-4%,-11%,3%,-77%[inhibitor],28%,-3%
CC(/C=C/C=C(C)/C=C/C(=O)O)=C\C=C\C=C(C)\C=C\C=C(C)\C=C\C(=O)O,6%,32µM*,11µM*,/,/,16%,3%,-4%
Oc1ccc(-c2nc(=S)[nH][nH]2)cc1,13%,?,10%,-2%,0%,-20%,8%,-1%
Cc1ccc(OCc2nc(-c3ccccc3)no2)c(C)c1,-2%,4%,i,?,4%,10µM*,9%,2%
COc1ccc(Nc2oc(COc3ccccc3F)nc2C#N)cc1,-5%,-1%,-17%,-1%,0%,-14%,32%[activator],2%
CN(Cc1ccccc1)C(=O)c1nn2cccnc2c1Cl,1%,?,-4%,/,7%,14%,7%,-4%
N#Cc1c(-c2cccs2)nc(SCc2ccc(Cl)cc2)[nH]c1=O,4%,6%,20%,/,-4%,/,10%,-2%
Cc1cccc(S(=O)(=O)Nc2ccc(-c3cn4ccccc4n3)cc2)c1,0%,1%,-4%,?,?,?,8%,-5%
O=C(O)Cc1ccc(N=Nc2c(O)c(C(=O)O)cc3ccccc23)cc1,2%,?,?,/,?,/,98%[activator],-13%
O=C(COc1ccc2ccccc2c1)NNC(=O)c1cnccn1,3%,7%,-5%,-15%,-13%,-6%,8%,0%
COc1ccccc1CC(NC(C)=O)C(=O)NC1CCN(C(=O)c2ccc([N+](=O)[O-])cc2)CC1 (configuration not stated),9%,8%,-1%,-2%,12%,-4%,0%,0%
COC(=O)[C@@H]1O[C@@H](c2c(OC)c(OC)c(C)c(OC)c2OC)[C@H](C)[C@@H](O)[C@@H]1C,-1%[11.2 µM],0%[13.5 µM],i[11.5 µM],/,/,/,/,-8%[11.2 µM]

# Single records, from the list above.
# Cc1ccc(C(=O)NC(=S)Nc2ccc(CN3CCCCC3)cc2)c(C)c1 in the list: TRb SRC2 PPI = -10%; ALDH1A1 block = -9%; RECQ1 inh = i; LMNA splice mod = -6%[46 µM]; JMJD2E inh = -6%; SMN2 splice up = -7%; RGS12 GoLoco inh = 13%; TexasRed fluor = 0%
# O=c1c2ccccc2nc(SCc2ccccc2F)n1C1CCCC1 in the list: TRb SRC2 PPI = -4%; ALDH1A1 block = -2%; RECQ1 inh = -3%; LMNA splice mod = -12%; JMJD2E inh = 6%; SMN2 splice up = -7%; RGS12 GoLoco inh = 16%; TexasRed fluor = -1%

# Additional records follow:
SMILES,TRb SRC2 PPI,ALDH1A1 block,RECQ1 inh,LMNA splice mod,JMJD2E inh,SMN2 splice up,RGS12 GoLoco inh,TexasRed fluor
CCC(CC)C(=O)c1c[nH]c(C(=O)NCc2cccnc2)c1,2%,0%,1%,5%[9.22 µM],7%,-20%,12%,-2%
O=C(c1cccc([N+](=O)[O-])c1)N1CCN(c2ccccn2)CC1,1%,3%,9%,11%,-4%,-1%,-1%,-2%
CCOC(=O)c1cc2occc2n1CC(=O)N1CCN(C(=O)c2ccco2)CC1,-3%,?,-1%,1%,-1%,-18%,1%,-5%
CCC1OC23CCCCC2C(C#N)(C(=N)O3)C1(C#N)C#N (configuration not stated),-2%,?,i,-12%,?,6%,35µM*,2%
